proCasp3 act: activates human procaspase-3. P42574. recombinant procaspase-3 D3A, Ac-DEVD-pNA absorbance 405 nm. activation, % at 8.5 µM. 330,000 tested, 0.11% active. AID 463141;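 active means activation above the mean of all tested compounds plus 3 SD, cut at about 21% in these data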;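 further: 0% = DMSO alone and 100% = DMSO wells spiked with extra 5 µM PC-3 D3A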
Target sequence (P42574 whole entry D9A/D28A/D175A): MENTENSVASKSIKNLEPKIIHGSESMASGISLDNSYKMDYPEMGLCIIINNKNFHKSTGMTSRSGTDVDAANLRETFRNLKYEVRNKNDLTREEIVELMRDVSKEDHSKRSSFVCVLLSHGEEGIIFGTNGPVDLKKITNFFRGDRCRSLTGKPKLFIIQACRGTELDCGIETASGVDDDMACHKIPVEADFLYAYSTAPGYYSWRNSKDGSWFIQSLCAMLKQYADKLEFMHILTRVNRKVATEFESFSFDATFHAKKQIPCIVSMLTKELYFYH
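System: Procaspase-3 D3A mutant. Medium: Zinc-free 300 mM NaCl, 50 mM HEPES, 0.01% Triton X-100. Schedule: 1 h preincubation plus 2 h reaction at 25 °C. Measured by: 405 nm absorbance of p-nitroaniline, reads at 0 and 120 min. Read-out: percent activation relative to control range.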
procasp7 counter: counter-screen: procaspase-7 (human) activation | P55210 | recombinant procaspase-7, Ac-DEVD-pNA absorbance 405 nm; D23A/D198A/D206A triple mutant, cannot self-cleave; scale: DMSO 0, 5 µM enzyme 100 | activation, % at 8.5 µM | 330,000 tested, 0.093% active | AID 463210;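 active means percent activation above the screen-wide mean plus 3 SD, cut at about 25% in these data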
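System: Procaspase-7 triple mutant (PC-7 D3A); measure: % activation from two-timepoint absorbance difference, scaled to controls; times: 1 h compound preincubation, 2 h substrate cleavage, 25 °C; also added: Ac-DEVD-pNA substrate, 400 µM as added; measured by: Epi-absorbance of released pNA at 405 nm, two timepoints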
CTSL1 counter: counter-screen for PFM18AAP inhibitors: inhibitors of F. hepatica cathepsin L1. 300,000 tested, 0.49% active. inhibition, % at 5.96 µM. recombinant F. hepatica cathepsin L1, Z-Leu-Arg-MCA fluorescence;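 active means inhibition above the mean of all tested compounds plus 3 SD, set per screening campaign, cut at about 17% in these data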;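 further: 0% = plate median of test compound wells and 100% = 1 µM Z-Phe-Ala-diazomethylketone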
HCV core dimer: blocks dimerization of HCV core protein; TR-FRET GST/Flag-core106 dimerization, 1536-well; inhibition, % at 5 µM; 300,000 tested, 0.33% active; AID 1899;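 active means inhibition above the mean of all tested compounds plus 3 SD, set per screening campaign, cut at about 45% in these data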
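System – GST-tagged and Flag-tagged HCV core protein residues 1-106 · Repeats – one well for each compound · Technique – TR-FRET 671 and 617 nm emission · Doses – one concentration, 5 µM, in 0.5% DMSO · Times – 4 h, 22.5 °C incubation · Also added – Eu donor and XL665 acceptor anti-tag antibodies · Measure – percent inhibition of core106 dimerization signal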
TPT1 inhibitor: blocks Candida albicans tRNA 2'-phosphotransferase. recombinant caTPT1, FP RNA substrate dephosphorylation. inhibition, % at 5 µM. 300,000 tested, 0.81% active. AID 1962;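 active means inhibition above the mean of all tested compounds plus 3 SD, set per screening campaign, cut at about 24% in these data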;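 further: plate controls were DMSO alone for no effect and ferristatin control at 100 nM for full effect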
PP1 counter: blocks human PP1-alpha phosphatase, a PP5 counter-screen. purified PP1alpha, OMFP fluorescence. P62136. inhibition, % at 6.7 µM. 320,000 tested, 0.9% active;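 active means inhibition above the mean inhibition of all tested compounds plus 3 SD, computed separately for each screening campaign, cut at about 15% in these data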
Target sequence (P62136 whole entry, looked up): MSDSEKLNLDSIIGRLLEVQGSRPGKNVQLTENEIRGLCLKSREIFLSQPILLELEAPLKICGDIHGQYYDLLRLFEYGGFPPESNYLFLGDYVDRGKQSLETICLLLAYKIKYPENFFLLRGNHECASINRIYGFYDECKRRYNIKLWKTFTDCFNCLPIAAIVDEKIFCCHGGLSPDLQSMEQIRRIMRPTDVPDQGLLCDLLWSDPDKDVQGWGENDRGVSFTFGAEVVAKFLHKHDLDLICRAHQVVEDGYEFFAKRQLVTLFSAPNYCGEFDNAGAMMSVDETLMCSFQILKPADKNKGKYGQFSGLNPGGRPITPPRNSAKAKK
PP5 primary: inhibitors of human protein phosphatase 5 (PP5); AID 1987; 320,000 tested, 0.18% active; purified PP5c, OMFP substrate fluorescence; inhibition, % at 6.7 µM;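 active means inhibition above the campaign's mean inhibition across all tested compounds plus 3 SD, cut at about 9.5% in these data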;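 further: 0% = DMSO only and 100% = 100 µM cantharidin control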
Efflux pump mplx: blocks antifungal efflux pumps in multiplex yeast assay | AID 485275 | 330,000 tested, 0.44% active | S. cerevisiae Candida pump triplex, Nile Red efflux | inhibition, % at 10 µM;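 active means plate passing quality check with inhibition over a set limit, or well fluorescence over plate mean plus 4 SD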;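 further: Nile Red retained in pooled yeast measured as flow cytometry median fluorescence; 0% = buffer negative control and 100% = Enniatin B positive control; higher means more Nile Red kept so more efflux inhibition; some compounds called inactive have numbers as strong as hits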
JMJD2C inh: inhibitors of human GASC-1 (JMJD2C) demethylase; Q9H3R0; inhibition, % at 2.35 µM; GST-JMJD2C(1-420) H3K9me3 demethylation, DELFIA europium; 330,000 tested, 0.069% active;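 active means more than half of a compound's replicate wells show inhibition beyond 50%, single wells judged on their own value; inconclusive means some, but no more than half, of replicates pass 50% inhibition; inactive means no replicate passes 50% inhibition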;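 further: signal counts dimethyl H3K9 product captured on neutravidin plate; 0% = median of DMSO wells and 100% = 0.3 times that DMSO median; strong numbers were not always called active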
Target sequence (Q9H3R0 1-420 limits assumed): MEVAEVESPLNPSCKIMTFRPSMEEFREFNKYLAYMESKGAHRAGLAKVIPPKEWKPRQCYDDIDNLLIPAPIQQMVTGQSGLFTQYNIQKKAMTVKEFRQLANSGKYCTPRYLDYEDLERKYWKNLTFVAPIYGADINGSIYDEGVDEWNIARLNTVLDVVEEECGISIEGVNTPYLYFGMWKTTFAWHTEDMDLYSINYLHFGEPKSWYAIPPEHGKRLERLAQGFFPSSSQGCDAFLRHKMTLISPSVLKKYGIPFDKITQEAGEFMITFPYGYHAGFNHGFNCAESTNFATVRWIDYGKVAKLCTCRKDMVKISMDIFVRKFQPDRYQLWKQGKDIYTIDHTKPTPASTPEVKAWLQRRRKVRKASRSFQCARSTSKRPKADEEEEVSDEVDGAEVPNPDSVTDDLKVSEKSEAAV
* hit, by the source's call; ? = inconclusive; nt = no result given.

SMILES	proCasp3 act	procasp7 counter	CTSL1 counter	HCV core dimer	TPT1 inhibitor	PP1 counter	PP5 primary	Efflux pump mplx	JMJD2C inh
O=C(N/C(=C\c1cccs1)C(=O)N1CCOCC1)c1cccs1	5	4	2	-2	-6	-3	0.0	-0.1	0
CCc1ccccc1NC(=O)CN(C)C(=O)c1cc(C2CC2)nc2c1cnn2C(C)C	-1	15	nt	nt	nt	-2	1.2	-0.1	-3
O=C(Nc1ccc2ccccc2c1)c1onc2c1CCCC2	5	0	2	6	3	-9	2.6	0.1	2
Cc1c(N/C(=N/S(=O)(=O)c2ccc(F)cc2)c2ccccc2)c(=O)n(-c2ccccc2)n1C	10	5	7	1	-1	-4	-1.0	-0.1	4
O=C(NCc1ccc(Cl)cc1)[C@@H]1CCCN1S(=O)(=O)c1ccc(Cl)cc1	-6	19	nt	nt	nt	nt	nt	0.3	7
Cc1ccc(OCC(=O)NNC(=S)NC(=O)C2CCCCC2)c(C)c1	1	4	-24	1	-3	0	-0.3	-0.1	4
COC(=O)C1=C(C(=O)OC)SC2(S1)C(C(=O)OC)=C(C(=O)OC)SC1=C2c2cc(C)ccc2NC1(C)C	-14	-18	0	-5	1	-1	-1.2	0.2	9
CCOc1cccc(OCCCOc2cccc3cccnc23)c1	5	10	1	1	4	7	1.1	-0.3	-1
COc1ccccc1-n1nnnc1SC(C)C(=O)NC1CCCC1 (configuration not stated)	-2	4	1	-9	-1	-5	-1.9	-0.2	?
O=C(c1ccco1)N1CCN(S(=O)(=O)c2cccc(C(F)(F)F)c2)CC1	9	5	-1	-2	0	-1	0.7	0.1	-6
O=C(N/N=C/C1CC2CCC1C2)C1CC1 (configuration not stated)	-2	1	0	1	-1	-2	-1.5	-0.1	13
O=C(O)c1cccc(N/N=C/c2cccs2)c1	0	0	2	-31	-1	0	-0.9	-0.1	0
Cc1cccc(OCC(=O)Nc2cccc(C(=O)Nc3ccccc3C(=O)O)c2)c1	8	-5	2	6	-4	4	0.4	-0.2	2
CCOC(=O)c1nn(C23CC4CC(CC(C4)C2)C3)c2c1C(=O)N(c1ccc(C)cc1)C2=O	-5	-1	2	9	-3	-3	2.2	0.1	-2
COc1ccc(/C(C)=N/Nc2ncc(Cl)cc2Cl)c(O)c1	-9	-3	-1	-2	4	0	2.3	0.0	nt
N#C/C(=C\c1ccncc1)C(=O)Nc1ccc(C(=O)O)cc1	4	8	-7	8	0	-3	1.4	-0.1	3
Cc1ccc(S(=O)(=O)NC(=O)NCc2ccccc2)cc1	-2	11	0	2	0	-2	-2.3	-0.1	12
COc1ccc2c(=O)cc(-c3cccnc3)oc2c1OC	4	-1	3	-4	-5	0	0.3	-0.1	17
Cc1ccc(NC(=O)CN2CCC(C(=O)c3ccc4c(c3)OCCO4)CC2)cc1	5	-2	1	5	-1	0	0.5	-0.2	-2
Cc1ccn2cc(CNC(=O)c3cccs3)nc2c1	9	-4	-1	4	-2	-5	-1.0	-0.1	-4
COc1ccc(CCNC(=O)C2CCN(S(=O)(=O)c3ccc(OC)c(OC)c3)CC2)cc1OC	3	-10	-9	-4	0	-3	1.5	0.5	-24
CN(CC(=O)N1CCCCCC1)S(=O)(=O)c1ccccc1	-5	1	-2	-2	0	-1	1.3	0.0	-10
Cc1ccc(S(=O)(=O)N2CCCCC2)cc1NC(=O)COC(=O)C1(C)CC1(Cl)Cl (configuration not stated)	1	6	nt	nt	nt	0	1.5	-0.2	nt
O=C(c1cncc(Br)c1)N1CCN(S(=O)(=O)c2ccccc2C(F)(F)F)CC1	0	-1	-5	-10	0	1	3.2	0.0	-4
Cc1ccc(C)c(N=C2NC(=O)CS2)c1	2	8	-1	-3	-2	-4	0.9	0.1	-3

Entries listed so far containing a halogen (6):
SMILES	proCasp3 act	procasp7 counter	CTSL1 counter	HCV core dimer	TPT1 inhibitor	PP1 counter	PP5 primary	Efflux pump mplx	JMJD2C inh
Cc1c(N/C(=N/S(=O)(=O)c2ccc(F)cc2)c2ccccc2)c(=O)n(-c2ccccc2)n1C	10	5	7	1	-1	-4	-1.0	-0.1	4
O=C(NCc1ccc(Cl)cc1)[C@@H]1CCCN1S(=O)(=O)c1ccc(Cl)cc1	-6	19	nt	nt	nt	nt	nt	0.3	7
O=C(c1ccco1)N1CCN(S(=O)(=O)c2cccc(C(F)(F)F)c2)CC1	9	5	-1	-2	0	-1	0.7	0.1	-6
COc1ccc(/C(C)=N/Nc2ncc(Cl)cc2Cl)c(O)c1	-9	-3	-1	-2	4	0	2.3	0.0	nt
Cc1ccc(S(=O)(=O)N2CCCCC2)cc1NC(=O)COC(=O)C1(C)CC1(Cl)Cl (configuration not stated)	1	6	nt	nt	nt	0	1.5	-0.2	nt
O=C(c1cncc(Br)c1)N1CCN(S(=O)(=O)c2ccccc2C(F)(F)F)CC1	0	-1	-5	-10	0	1	3.2	0.0	-4

Next records.
SMILES	proCasp3 act	procasp7 counter	CTSL1 counter	HCV core dimer	TPT1 inhibitor	PP1 counter	PP5 primary	Efflux pump mplx	JMJD2C inh
COc1ccc(NC(=O)c2nc[nH]c2C(=O)N[C@@H](CC(C)C)C(=O)OC(C)(C)C)cc1	-15	-3	6	-10	-3	2	5.0	0.2	2
COC(=O)c1ccc(CSc2ccc3nnc(-c4ccc(OC)c(OC)c4)n3n2)o1	-4	0	0	5	4	-4	-0.7	0.4	-5
O=C(NC1(C(F)(F)F)NC(=O)N(c2ccccc2)C1=O)c1cccs1 (configuration not stated)	2	-2	0	-3	3	-3	-3.4	0.5	1
NC(=O)Cc1ccc(C(=O)c2ccc(Cl)cc2Cl)s1	-5	3	-3	20	-1	0	-1.0	0.0	-13
CNC(=O)c1ccccc1NC(=O)c1cccc(S(=O)(=O)N2CCCCC2)c1	-6	6	-1	8	-2	-2	-1.8	-0.1	-18
O=C(Cc1n[nH]c(=O)c2ccccc12)OCC(=O)c1ccccc1Cl	-1	14	-3	-1	2	-4	0.4	0.1	-5
O=C(NC1CCS(=O)(=O)C1)/C(=C\c1ccco1)NC(=O)c1ccccc1 (configuration not stated)	-7	-12	4	-8	-3	-4	2.1	0.1	4
Cc1cc2cc(CN(Cc3ccco3)C(=S)NCC3CCCO3)c(=O)[nH]c2cc1C (configuration not stated)	-10	7	-1	5	3	1	1.4	-0.1	11
COCCNC(=O)CN(C(=O)Cn1nnc2ccccc21)c1ccc(C)cc1	6	2	2	-3	2	-7	-1.0	-0.1	-19
COc1cccc(N/C(SCc2cccc([N+](=O)[O-])c2)=C(/C#N)C(=O)NCc2cccs2)c1	-4	0	-1	10	-1	8	3.2	-0.2	1
Cc1cc(C(=O)Nc2ccc([N+](=O)[O-])cn2)cs1	-1	-11	8	0	-2	-3	-0.9	0.0	6
CC(CC(=O)N1CCN(c2ccccc2)CC1)S(=O)(=O)c1ccc2c(c1)NC(=O)CS2 (configuration not stated)	0	4	-4	11	2	0	-0.5	0.1	-11
O=C(C1CCC(CNc2c(N3CCCCC3)c(=O)c2=O)CC1)N1CCN(c2ccccn2)CC1 (configuration not stated)	2	7	-5	-17	1	-4	2.7	0.9	2
CN(CC(=O)Nc1cccc(F)c1)C(=O)CN1c2cccc3cccc(c23)S1(=O)=O	7	-9	nt	nt	nt	2	6.1	0.0	4
CCOCCCNC(=O)CNC(=S)N(Cc1ccccc1F)C1CCCCC1	2	5	4	3	-3	-2	-2.1	0.5	-8
Nc1ccc2c(C(F)(F)F)cc(C(F)(F)F)nc2n1	7	-3	1	1	1	0	2.2	0.1	2
Cc1ccc(C(=O)Nc2ccc(N3CCN(C)CC3)cc2)c(Cl)c1	3	14	-2	-4	0	1	1.4	0.1	-4
O=S(=O)(Nc1nccs1)c1ccc2c(c1)OCCO2	1	-1	-3	-2	1	-4	2.5	-0.2	-1
COCCOc1cnn(-c2cc(Oc3ccc(C)cc3)ncn2)c(=O)c1Cl	6	13	-1	-3	4	3	0.0	0.0	7
Cc1ccc2nc(C)c(Cl)c(=O)n2c1	-7	2	3	-3	-1	-3	-1.1	-0.2	-10
Cc1cccc(-n2cc(-c3ccccc3)c3c(=O)[nH]cnc32)c1	0	0	-1	2	-6	0	0.1	-7.5	0
CCN(Cc1ccccc1)C(=O)c1ccc(CNS(=O)(=O)c2ccc(C)cc2)cc1	-2	-1	3	11	0	0	0.8	-1.2	5
CCN(CC(=O)NC(C)C)C(=O)[C@H](C)NC(=O)c1ccc(Br)cc1	9	-3	-6	-5	-2	-4	0.2	-0.2	-9
CC(=O)c1ccc(NC(=O)Oc2ccccc2)cc1	6	10	2	-5	-4	0	3.0	-0.1	8
Cc1ccc(N=C2NC(=O)CC(C(=O)Nc3ccc4c(c3)OCO4)S2)cc1 (configuration not stated)	6	5	2	-1	0	2	0.0	0.0	8
(cont.)
SMILES	proCasp3 act	procasp7 counter	CTSL1 counter	HCV core dimer	TPT1 inhibitor	PP1 counter	PP5 primary	Efflux pump mplx	JMJD2C inh
Cc1cc(=O)oc2c3c(cc(OCC(=O)NCc4ccccn4)c12)OC(C)(C)CC3	4	-12	4	2	-4	0	0.1	0.2	-1
CC(=O)c1c(O)cc(O)c(C(C)=O)c1O	0	0	-3	-3	-7	5	4.9	0.3	20
O=C(NCCc1csc(-c2ccccc2)n1)c1c(F)cccc1F	-1	0	0	-10	-2	4	1.2	0.0	4
O=C(O)/C=C/c1ccc2c(c1)OCCO2	8	4	0	-3	-1	-1	-0.2	0.0	4
Cc1ccc2c(c1)CCCN2CC(=O)Nc1cc(S(=O)(=O)N2CCCC2)ccc1Cl	4	1	nt	nt	nt	6	3.0	0.4	-4
COc1ccc(C)cc1NC(=S)N1CCN(c2ccccn2)CC1	-4	3	-5	2	-2	-3	0.0	-0.1	-7
Cc1ccc(C)c(NC(=O)CN(C)C(=O)c2ccccc2OCc2c(C)noc2C)c1	-8	10	nt	nt	nt	-9	-1.5	0.1	-3
Cc1cccc(C)c1NC(=O)CNC(=O)CNC(=O)Cc1cccc2ccccc12	2	12	nt	nt	nt	2	-2.1	-0.1	0
COCCN(Cc1cc2cc3c(cc2nc1Cl)OCO3)C(=O)Nc1ccc(OC)cc1	6	-12	1	-3	-1	-2	3.6	0.0	6

Grouped by structure: the compounds so far with a COOH group (4)
SMILES	proCasp3 act	procasp7 counter	CTSL1 counter	HCV core dimer	TPT1 inhibitor	PP1 counter	PP5 primary	Efflux pump mplx	JMJD2C inh
O=C(O)c1cccc(N/N=C/c2cccs2)c1	0	0	2	-31	-1	0	-0.9	-0.1	0
Cc1cccc(OCC(=O)Nc2cccc(C(=O)Nc3ccccc3C(=O)O)c2)c1	8	-5	2	6	-4	4	0.4	-0.2	2
N#C/C(=C\c1ccncc1)C(=O)Nc1ccc(C(=O)O)cc1	4	8	-7	8	0	-3	1.4	-0.1	3
O=C(O)/C=C/c1ccc2c(c1)OCCO2	8	4	0	-3	-1	-1	-0.2	0.0	4
